TAG inh = inhibitors of triacylglycerol accumulation; H9c2 cells, Nile Red lipid (TAG) fluorescence; cells loaded with 200 µM oleic acid; inhibition, % at 12.5 µM; 230,000 tested, 0.66% active; AID 651582;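 active = pattern-corrected inhibition of lipid staining of at least 50% with the nuclear-stain viability signal not falling by more than 50%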;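 note: 0% = DMSO wells and 100% = triacsin C control wells; some results filed as inactive read as strong as hits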
TAG inh DAPI viability = further read-out of TAG inh, marked with its call; DAPI nuclei signal change (viability), lower = more cytotoxic, %;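 whole-well DAPI fluorescence read on a plate reader as a viability signal; minus 50 percent equals half of cells still viable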
* hit, by the source's call. An excerpt (hit frequency here may not be typical).

#	canonical_smiles	TAG inh	TAG inh DAPI viability
1	CCOC(=O)/C(N=Nc1c(C)n(C)n(-c2ccccc2)c1=O)=C(/O)c1ccccc1	-1.7	-10.7
2	C/C(=N\NS(=O)(=O)c1ccc(Br)cc1)c1ccncc1	-4.9	-2.1
3	COc1ccc(-c2[nH]nc3c2C(c2ccoc2)C(C#N)=C(N)O3)cc1 (configuration not stated)	-8.9	5.6
4	COCCNC(=O)c1ccccc1NC(=O)CSc1ccc(C)cc1	-6.3	-3.1
5	Cc1ccc2nc(SCC(=O)NCc3ccco3)c(C#N)cc2c1	9.5	4.1
6	CCn1c(C)cs/c1=N\C(=S)Nc1ccccc1C	7.8	-14.6
7	NC(Cc1ccc(C(F)(F)F)cc1)c1csc(Nc2cc(NCc3ccco3)ncn2)n1 (configuration not stated)	28.7	-0.3
8	OCCNc1c2ccccc2nc2ccccc12	25.9	-15.0
9	N=C(N)SCCN	-0.1	-1.5
10	COc1ccc(SC[C@H](C)CN2CC[C@H](C(C)(C)C)CCC2=O)cc1	-37.1	4.9
11	COc1ccccc1NC(=O)NCCC1=CCCCC1	-13.2	13.7
12	O=C(NCC(c1cccs1)N1CCOCC1)c1cccc(S(=O)(=O)Nc2ccc(F)cc2)c1 (configuration not stated)	-4.8	-1.0
13	COc1cccc(CN(C)C[C@@H]2OCc3cnnn3CCCC(=O)N([C@H](C)CO)C[C@H]2C)c1	-0.2	11.2
14	COc1ccc(Cl)cc1CC=NNC(=O)c1cccc(C)c1O	4.5	-1.3
15	CC(C)(C)OC(=O)NC(Cc1ccccc1)C(=O)NCCCC(=O)O (configuration not stated)	5.5	1.1
16	CC(C)CCNC(=O)c1cccc(Cl)c1	-18.9	-12.7
17	CCN(CC)CCN(C)C1CCC(c2ccccc2)CC1 (configuration not stated)	-3.6	24.1
18	Cc1cccc(Cc2c(C)nc3nc(SCC(=O)O)nn3c2C)c1	4.7	-1.8
19	Cc1ccccc1CNC(=O)CC1C(=O)NCCN1Cc1c(F)cccc1Cl (configuration not stated)	-1.8	-8.7
20	Cc1c(-c2ccc(F)cc2)[n+](=O)c(-c2ccc(F)cc2)c(C)n1[O-]	-2.6	-0.8
21	Cc1ccccc1NC(=O)Cc1nc(COC(=O)/C=C/c2ccccc2)cs1	-21.2	0.9
22	CC(C)(C)c1ccc(NC(=O)COC(=O)C2(C)CC2(Cl)Cl)cc1 (configuration not stated)	-7.2	1.7
23	O=C(NCCCNc1ccc(C(F)(F)F)cc1[N+](=O)[O-])c1ccc(F)cc1	1.9	4.8
24	Nc1nnc(SCC(=O)Nc2cccnc2Cl)s1	6.4	5.3
25	COc1ccc(NC(=O)Cn2nnc(C(=O)NCc3ccccc3OC)c2N)cc1Cl	14.7	-7.0
26	COc1cccc(NC(=O)NCc2ccccn2)c1	3.0	7.9
27	COCCNC(=O)CSc1cc(-c2ccccc2)c2ccc(OC)cc2n1	-14.6	6.7
28	CC1(C)c2ccccc2N2CCC(=O)NC21/C=C/c1ccco1 (configuration not stated)	-27.9	-0.2
29	O=C(NC1CCSC1=O)c1ccc(Oc2ccc(F)cc2)nc1 (configuration not stated)	3.7	-2.4
30	CCc1cccc(CC)c1NC(=O)COC(=O)c1ccc(F)c(S(=O)(=O)N(CC)CC)c1	-20.8	9.6
31	Cc1cc(C)c2c(N)c(C(=O)Nc3ccc(C)c(C)c3)sc2n1	-2.8	-1.5
32	Cc1cccc(N(CC(=O)NC2CCCCC2)C(=O)Cn2nnc(-c3ccc(C)o3)n2)c1	-20.9	-7.6
33	O=S(=O)(c1ccc2nc(-c3ccco3)c(-c3ccco3)nc2c1)N1CCOCC1	-13.1	0.5
34	O=C(Cc1ccsc1)NNC(=O)c1ccccc1O	-9.1	-11.2
35	Cc1ccc(C)c(OCCC(=O)OCC(=O)N2CCN(c3ccccc3)CC2)c1	-16.8	-7.4
36	CC(=O)Nc1cccc(NC(=O)COc2ccc3c(c2)CCC3)c1	14.8	-3.8
37	Cn1c(SCC(=O)Nc2ccc(N3CCOCC3)cc2)nnc1C1CC1	-17.1	3.3
38	COc1ccc(OC)c(CNc2ccc3c(c2)nc(C)n3C)c1	1.7	6.7
39	COc1ccc(C(=O)N[C@H](C(=O)NCc2ccco2)C(C)C)cc1	1.7	-4.0
40	Cc1ccc(S(=O)(=O)N2CCNC(=O)C2)c(C)c1	7.8	-2.3

The final 5 records of the part above open the next one:
#	canonical_smiles	TAG inh	TAG inh DAPI viability
36	CC(=O)Nc1cccc(NC(=O)COc2ccc3c(c2)CCC3)c1	14.8	-3.8
37	Cn1c(SCC(=O)Nc2ccc(N3CCOCC3)cc2)nnc1C1CC1	-17.1	3.3
38	COc1ccc(OC)c(CNc2ccc3c(c2)nc(C)n3C)c1	1.7	6.7
39	COc1ccc(C(=O)N[C@H](C(=O)NCc2ccco2)C(C)C)cc1	1.7	-4.0
40	Cc1ccc(S(=O)(=O)N2CCNC(=O)C2)c(C)c1	7.8	-2.3
41	Cc1cc(NC2CCCCC2)n2c(n1)nc1ccccc12	-0.5	13.3
42	N#Cc1c(N)n(CCCN2CCOCC2)c2nc3ccccc3nc12	11.7	74.6
43	CSCCC(NC(=O)c1ccc(C(C)(C)C)cc1)C(=O)OCC(=O)N1CCCC1=O (configuration not stated)	-7.1	-0.5
44	Cc1cc(NC(=O)c2cccc(S(=O)(=O)Nc3cccc(C(=O)O)c3)c2)no1	-11.2	-1.0
45	CC(=O)Nc1ccc(S(=O)(=O)NCC(=O)NNC(=O)COc2c(C)cccc2C)cc1	9.7	-4.2
46	Cc1ccc(NC2=C/C(=N\S(=O)(=O)c3cccs3)c3ccccc3C2=O)c(C)c1	154.5	-72.5
47	COc1ccc(C(=O)SC2=NCCS2)cc1OC	15.5	-4.5
48	CC1CC(=O)C2=C(C1)Nc1ccccc1N(C(=O)COc1ccccc1)C2c1ccco1 (configuration not stated)	12.5	-4.6
49	COCc1nnc(NC(=O)CCCOc2ccccc2OC)s1	3.1	-4.5
50	Cc1ccc(S(=O)(=O)N2CCN(C(=S)NCCc3ccccc3)CC2)cc1	2.6	3.6
51	COc1cccc(C(NC(C)=O)c2nc(-c3cnn(C)c3)cs2)c1 (configuration not stated)	3.5	-1.1
52	O=C(NCc1nnc(SCc2ccc(C(F)(F)F)cc2)n1-c1ccccc1)C12CC3CC(CC(C3)C1)C2	-53.8	4.3
53	CCCN(Cc1ccccc1)C(=S)Nc1ccc(F)cc1	-6.3	-6.1
54	COc1ccc(-c2nc(CN3CCCCC3CCc3ccccn3)c(C)o2)cc1 (configuration not stated)	-4.8	36.6
55	Cn1cnc([N+](=O)[O-])c1SCC(=O)NN	-3.2	6.0
56	CCOc1ccc(-n2c(=S)sc3c(=O)[nH]c(SCC(=O)C(C)(C)C)nc32)cc1	9.5	-0.1
57	O=C(c1ccc(F)cc1F)N1CCN(c2ncccn2)CC1	21.9	-5.4
58	CCC1CCCCN1C(=S)NC(=O)c1cccc([N+](=O)[O-])c1 (configuration not stated)	0.5	-2.8
59	CCCCCCn1c(SCC(=O)OC)nc2c1c(=O)[nH]c(=O)n2C	6.0	0.5
60	CCn1cc(C(=O)OCC(=O)NCc2ccc3c(c2)OCO3)c(=O)c2ccc(C)nc21	7.6	-6.6
61	O=C(CN1CCN(c2ccc(F)cc2)CC1)Nc1cc(C(F)(F)F)ccc1Cl	-2.7	-1.5
62	C[C@@H]1CN([C@@H](C)CO)C(=O)CCCn2nncc2CO[C@H]1CN(C)S(=O)(=O)c1cccs1	-6.7	-1.4
63	COc1ccc(Cc2nnc(N/N=C/c3ccc(Br)cc3)[nH]c2=O)cc1OC	-10.2	10.9
64	CCOC(=O)CC(NC(=O)CCc1c(C)nc2ncnn2c1C)c1ccc(OC(C)C)cc1 (configuration not stated)	-14.5	-1.2
65	O=C(COC(=O)c1ccccc1Oc1ccccc1)NC1CC1	-20.9	2.7
66	CC(C)(C)C(=O)c1cn(CC(=O)NCc2ccc3c(c2)OCO3)c2ccccc12	10.2	-5.9
67	CC(C)(Oc1ccc(Cl)cc1)C(=O)OCc1nc2ccsc2c(=O)[nH]1	6.9	1.6
68	Cc1noc(C)c1C(=O)Nc1nc(-c2cc(F)ccc2F)cs1	-2.8	0.4
69	CN(CCO)c1ccc(C=NNc2ccc([N+](=O)[O-])cc2S(=O)(=O)Nc2ccccc2C(=O)O)cc1	2.5	7.3
70	Cc1ccc(CN2C(=O)CCC2C(=O)NCCN2CCN(c3cccc(Cl)c3)CC2)cc1 (configuration not stated)	-4.4	1.8
71	O=C(Nc1cccnc1)C1=NN(C2CCS(=O)(=O)C2)C(=O)CC1 (configuration not stated)	-4.8	8.4
72	CCOC(=O)c1sc2nc[nH]c(=O)c2c1C	0.5	13.2
73	COc1ccccc1Nc1ncc(C(C)=O)c(C)n1	-2.6	2.0
74	CN(CCc1ccccn1)C(=O)c1ccc(OC(F)(F)F)cc1	-8.5	0.4
75	CCCC1=C(C(=O)OCC)C(c2ccco2)n2ncnc2N1 (configuration not stated)	-5.6	-3.4
76	NS(=O)(=O)c1cccc(NC(=O)CN2CCN(S(=O)(=O)c3ccc4c(c3)OCCO4)CC2)c1	-33.0	2.0
77	COc1ccc(-c2[nH]ncc2CN2CCC(OCc3ccccn3)CC2)c(F)c1	-1.6	3.2
78	Cc1ccc(C(=O)CCNc2cccc(Br)c2)o1	-17.5	2.0
79	CCN1CCN(C(=O)c2ccc3c(c2)N(Cc2ccc(F)cc2)C(=O)c2ccccc2S3=O)CC1 (configuration not stated)	-1.5	-5.3
80	COc1ccc(C(=O)O)cc1S(=O)(=O)N1CCN(Cc2ccc3c(c2)OCO3)CC1	-1.2	0.7
81	O=C(CSc1ncnc2c1nnn2Cc1ccccc1)NC1CCCC1	-2.2	0.2
82	O=C(NC(=S)Nc1ccccc1Cl)c1cncc(C#Cc2ccccc2)c1	-6.5	7.4
83	COc1ccc(C)cc1NC(=O)C1C2C=CC(C2)C1C(=O)O (configuration not stated)	-2.6	-2.0
84	O=C(Nc1cccn2nc(COCCO)nc12)C(c1ccccc1)c1ccccc1	-26.7	2.2
85	Cc1nc(C(C)N(C)Cc2nc(-c3ccc4c(c3)OCO4)no2)c(C)s1 (configuration not stated)	0.3	-3.4
86	CCCOc1ccc(F)cc1-c1cc(C(=O)NCc2ccccc2)[nH]n1	-3.6	-3.7
87	CNC(=S)N/N=C/c1cn(Cc2ccc(F)cc2)c2ccccc12	-3.2	8.7
88	O=C(COc1ccccc1C(=O)O)Nc1nc2ccc([N+](=O)[O-])cc2s1	-0.8	6.1
89	COCC(O)CSc1c([N+](=O)[O-])nc(C)n1Cc1ccc(OC)c([N+](=O)[O-])c1 (configuration not stated)	-9.3	-3.9
90	COc1ccccc1C(=O)NC(=O)COC(=O)c1cccc(C)c1O	-4.6	-1.2
91	Cc1cccc(NC(=O)c2cc(S(=O)(=O)N3CCCC3)cn2C)c1	1.5	-3.7
92	CCCSc1nnc2nc3c(nn12)c1ccccc1n3C	8.1	1.5
93	Cc1ccccc1NC(=O)Nc1ccccc1C(N)=O	-5.1	2.7
94	Cc1ccn2c(C=O)c(-c3ccc(F)cc3)c(C=O)c2c1	0.2	5.8
95	CCC(CC)NC(=O)Cc1ccc(F)cc1	0.1	3.4
96	COc1ccc(S(=O)(=O)N2CCCCC2)cc1NC(=O)[C@@H]1CCCN1C(=O)c1cccs1	2.1	-7.0
97	COc1ccc(/C=C/C(=O)Nc2ccc3nc4n(c(=O)c3c2)CCCC4)cc1	-14.2	21.4
98	CCC(=O)N1CCC2(CC1)Oc1ccc(F)cc1C(=O)C21CC(c2ccccc2)=NO1 (configuration not stated)	8.8	-2.0
99	Cc1nc(N)sc1C(=O)Nc1ccccc1	6.1	-16.0
100	COc1ccc(/C=N/NC(=O)c2cc(C)oc2C)cc1OC	-2.9	-4.9

Random excerpt: 4 entries already listed, in no set order.
#	canonical_smiles	TAG inh	TAG inh DAPI viability
24	Nc1nnc(SCC(=O)Nc2cccnc2Cl)s1	6.4	5.3
46	Cc1ccc(NC2=C/C(=N\S(=O)(=O)c3cccs3)c3ccccc3C2=O)c(C)c1	154.5	-72.5
85	Cc1nc(C(C)N(C)Cc2nc(-c3ccc4c(c3)OCO4)no2)c(C)s1 (configuration not stated)	0.3	-3.4
74	CN(CCc1ccccn1)C(=O)c1ccc(OC(F)(F)F)cc1	-8.5	0.4

(further entries)
#	canonical_smiles	TAG inh	TAG inh DAPI viability
101	O=C(NC1c2ccccc2-c2ccccc21)c1ccccc1	-8.5	2.2
102	Cc1ccc2[nH]c(=S)cc(C)c2c1	-11.6	-6.1
103	CCC(=O)c1ccc(OCC(=O)OCC(=O)NCCC2=CCCCC2)cc1	-10.0	7.0
104	Cc1ccc(C(c2nnnn2CS(=O)(=O)c2ccc(C)cc2)N2CCCC2)cc1 (configuration not stated)	-38.1	-4.4
105	Cc1oc2cc(O)ccc2c(=O)c1Oc1ccccc1Br	-8.8	2.0
106	Cc1ccc(-n2c(=O)c3ccccc3n(CC(=O)NCc3ccco3)c2=O)cc1	-6.8	2.5
107	O=C(Nc1ccc2c(c1)OCO2)C1Cc2c(-c3ccccc3Oc3ccccc3)ccnc2O1 (configuration not stated)	-36.3	-3.4
108	COc1ccccc1N1CCN(C(=O)c2cccc(NC3=NC4CS(=O)(=O)CC4S3)c2)CC1 (configuration not stated)	5.4	-16.6
109	CCCCN(C(C)=O)c1c(CC)nc2ccc(C(=O)NCCc3ccccn3)cn12	-0.3	0.0
